Screening results from PubChem BioAssay.
Runt-SMMHC FRET – blocks binding of human RUNX1 Runt domain to CBFb-SMMHC; Q01196+Q13951; Cerulean-Runt/Venus-CBFb-SMMHC FRET ratio 530/480, 1 h; inhibition, % at 20 µM; 220,000 tested, 0.74% active; AID 1434;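 active = mean inhibition across duplicate retests at 20 µM reaching about 50%, limit read from the data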;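 note: 0% = DMSO wells and 100% = wells with excess untagged CBFb-SMMHC; inhibitors lower the FRET ratio by blocking Runt binding to CBFb-SMMHC; some results filed as inactive read as strong as hits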
Runt-CBFb FRET – inhibitors of human RUNX1 Runt domain binding to CBFb; Cerulean-Runt/Venus-CBFb FRET ratio 530/480, 1 h; inhibition, % at 20 µM; 220,000 tested, 0.46% active;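 active = inhibition over about 50% at 20 µM in the single-dose screen, limit read from the data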;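 note: 0% = DMSO wells and 100% = excess unlabeled CBFb competitor control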
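Doses: 20 µM compound in 1% DMSO | Material: Cerulean-labeled Runt domain protein | Amount: Each fluorescent fusion protein 100 nM | Schedule: Two 1 h room-temperature incubations shielded from light | Measured by: FRET fluorescence | Evaluation: Loss of energy transfer signal | Controls: Unlabeled CBFb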
RBBP9 inh – inhibitors of human serine hydrolase RBBP9; recombinant RBBP9, FP-Rh probe fluorescence polarization; inhibition, % at 7.94 µM; O75884; 220,000 tested, 0.2% active;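 active = inhibition above the campaign mean of all tested compounds plus 3 SD, cut at about 14% in these data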;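 note: plate controls were DMSO wells with RBBP9 for no effect and wells lacking RBBP9 protein for full effect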
Target sequence (O75884 whole entry, looked up): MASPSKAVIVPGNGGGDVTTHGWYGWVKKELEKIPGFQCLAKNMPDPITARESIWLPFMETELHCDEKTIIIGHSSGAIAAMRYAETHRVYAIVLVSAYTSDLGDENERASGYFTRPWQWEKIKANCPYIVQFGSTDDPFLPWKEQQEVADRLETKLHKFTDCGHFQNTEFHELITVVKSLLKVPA
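System: RBBP9 protein | Quantity: 2.5 µM RBBP9 dispensing solution, before mixing | Reagent: FP-Rh probe, 375 nM dispensing solution | Timing: Enzyme-compound preincubation 30 min, then probe labeling 45 min, 25 °C | Measured by: Fluorescence polarization | Read-out: % inhibition | Replication: One well per compound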
NPY1 pot ag – potentiators or agonists of human neuropeptide Y receptor Y1; P25929; NPY-Y1 expressing cells, potentiator/agonist activation; activation, % at 3.6 µM; 220,000 tested, 0.37% active; AID 1304; in the data active = activation above about 33%, passing the limit was not always enough;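 note: cells stimulated with NPY at EC10 then isoproterenol at EC100; 0% = low agonist plus stimulus and 100% = saturating agonist plus stimulus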
NPY-Y2 PAM-ag – potentiates or activates human NPY-Y2 receptor; P49146; cells expressing NPY-Y2, potentiator/agonist read-out; activation, % at 3.6 µM; 220,000 tested, 0.45% active; AID 1359; in the data active = activation above about 27%;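 note: cells stimulated with NPY near EC25 plus isoproterenol at EC100; 0% = vehicle plus submaximal agonist and 100% = vehicle plus saturating agonist; some results beyond the cut were filed as inactive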
NPY-Y1 antag – NPY-Y1 (human) receptor antagonism. P25929. HEK293-CNG Y1 cells, membrane potential fluorescence; NPY at EC95, then isoproterenol. inhibition, % at 3.6 µM. 200,000 tested, 1% active;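 active = inhibition above the campaign mean inhibition of all tested compounds plus 3 SD, cut at about 20% in these data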;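 note: 0% = DMSO wells given NPY plus isoproterenol and 100% = isoproterenol alone without NPY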
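Test system: HEK293 cells co-expressing NPY Y1 receptor and cyclic-nucleotide gated channel; Also added: NPY (25 nM), isoproterenol (1 µM), Ro 20-1724 (25 µM); Compound dosing: one concentration, 3.6 µM, in 0.4% DMSO; Timing: dye 3 h, compound 60 min room temperature, stimulation 45 min; Technique: Membrane-potential fluorescent dye readout.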
MDM2 E3 inh – blocks human Mdm2 ubiquitin ligase activity; signal enhancement, % at 5 µM; 210,000 tested, 0.11% active; cell-based MDM2 ubiquitination luciferase reporter, 2 h; 0 = plate control, 100 = twice control, blank-subtracted; Q00987;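 active = signal enhancement of 30% or more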;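 note: luminescence tracks abundance of the self-degrading MDM2-luciferase fusion protein; higher signal means inhibition of MDM2 E3 ligase activity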
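test system = mammalian cells stably expressing self-ubiquitinating, self-degrading MDM2 E3–luciferase fusion | quantity = 2000 cells/well | incubation = cell settling 4 h, compound treatment 2 h, both 37 °C | signal = luminescence with SteadyLite reagent, 15 min at room temperature | evaluation = % enhancement relative to plate controls after blank subtraction | benchmarks = plate controls and plate blanks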
Hck-Nef inh – human Hck-Nef kinase inhibition; inhibition, % at 20 µM; Recombinant Hck-YEEI plus Nef, Z-Lyte FRET kinase assay; 220,000 tested, 0.68% active; AID 463187;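 active = Hck-Nef kinase inhibition above about 50%, limit read from the data; inactive = inhibition below that limit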;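 note: 0% = DMSO with Hck plus Nef and 100% = Hck alone without Nef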
p97 ATPase inh – inhibitors of human p97 ATPase; P55072; recombinant p97 ATPase, Kinase-Glo ATP luminescence, 3 h; inhibition, % at 8 µM; 220,000 tested, 0.42% active; AID 1481; in the data active = inhibition above about 15%;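 note: 0% = DMSO vehicle and 100% = wells lacking enzyme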
Target sequence (P55072 whole entry, looked up): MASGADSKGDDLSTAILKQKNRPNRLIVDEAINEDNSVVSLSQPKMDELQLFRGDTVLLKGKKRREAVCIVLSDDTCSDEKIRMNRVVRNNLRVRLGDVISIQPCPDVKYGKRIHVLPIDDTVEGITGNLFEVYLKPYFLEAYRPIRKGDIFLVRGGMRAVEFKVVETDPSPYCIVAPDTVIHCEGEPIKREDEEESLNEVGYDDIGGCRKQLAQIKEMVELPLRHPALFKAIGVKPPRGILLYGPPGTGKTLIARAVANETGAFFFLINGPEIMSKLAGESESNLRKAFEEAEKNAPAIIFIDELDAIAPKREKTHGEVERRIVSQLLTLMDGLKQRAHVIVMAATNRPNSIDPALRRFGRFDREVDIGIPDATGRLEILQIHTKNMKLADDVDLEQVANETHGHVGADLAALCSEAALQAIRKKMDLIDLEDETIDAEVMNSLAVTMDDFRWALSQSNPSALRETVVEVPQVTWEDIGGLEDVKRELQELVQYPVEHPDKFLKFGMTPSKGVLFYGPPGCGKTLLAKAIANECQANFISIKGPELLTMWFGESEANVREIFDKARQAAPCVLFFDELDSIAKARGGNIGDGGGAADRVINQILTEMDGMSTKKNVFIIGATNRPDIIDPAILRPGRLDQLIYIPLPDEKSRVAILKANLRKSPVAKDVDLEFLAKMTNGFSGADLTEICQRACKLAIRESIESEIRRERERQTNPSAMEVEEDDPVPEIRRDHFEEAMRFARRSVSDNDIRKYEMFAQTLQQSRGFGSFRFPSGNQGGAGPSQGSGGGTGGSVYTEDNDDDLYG
Starred values were filed as active, the others as inactive; / = not tested or not shown. No enrichment for hits; about 3.5% have a hit in one of these screens.

Start of the data: the first 14 compounds as a preview:
SMILES	Runt-SMMHC FRET	Runt-CBFb FRET	RBBP9 inh	NPY1 pot ag	NPY-Y2 PAM-ag	NPY-Y1 antag	MDM2 E3 inh	Hck-Nef inh	p97 ATPase inh
COC(=O)CCN1CCN(S(=O)(=O)c2cccc(Br)c2)CC1	0	-2	-11	7	21	7	-2	22	8
N#Cc1c(NC(=O)CN2C(=O)c3ccccc3C2=O)oc(-c2ccccc2)c1-c1ccccc1	/	/	-5	19	-6	-2	/	6	0
CCOc1cc(/C=N\Nc2nc(-c3ccc(C)cc3)c(NC(C)=O)s2)ccc1O	-1	7	-2	17	14	/	-15	97*	10
CCNC(=S)N1CCNC(=O)C1CC(=O)OC (stereo unspecified)	-7	2	-1	15	13	-5	-17	1	4
O=C(CC1C(=O)N(c2ccccc2)C(=O)N1C1CCCCC1)Nc1ccccc1 (stereo unspecified)	-4	2	-1	11	10	-2	-23	-21	1
O=C(NCc1ccc(F)cc1)C(c1ccccc1)N(CC1CCCO1)C(=O)Cn1nnc2ccccc21 (stereo unspecified)	3	-5	-3	11	-2	10	5	18	2
O=c1c2ccccc2nc(/C=C/c2ccc(O)cc2)n1CCc1ccccc1	-40	-15	-5	-28	-6	2	-18	2	1
CCOC(=O)C1(Cc2cccc(OC)c2)CCN(Cc2ccon2)CC1	4	0	-7	-12	-9	/	0	20	-5
CC(C)Cn1c(-c2ccc(F)cc2)n[nH]c1=S	3	7	-12	-10	-3	1	2	-2	1
Cc1cccc2cc(CN(CCCN3CCOCC3)Cc3nnnn3C(C)(C)C)c(=O)[nH]c12	0	-1	-3	-6	5	4	-19	5	-4
CC(=O)/C=C/c1ccc(C)o1	0	-1	-5	16	6	-2	-10	20	1
COC(=O)CN1C(=O)C(O)(CC(=O)c2ccc(C)cc2)c2ccccc21 (stereo unspecified)	-4	0	-11	10	6	0	-1	-5	6
NC(=O)Cn1nc(C(F)(F)F)c2c1CCCC2	3	1	-10	3	-9	-4	-8	41	5
Cc1cccc(Cn2nnc3c2C(=O)c2ccccc2C3=O)c1	-2	3	3	21	4	5	-8	-7	6

Results, repeating the preview:
SMILES	Runt-SMMHC FRET	Runt-CBFb FRET	RBBP9 inh	NPY1 pot ag	NPY-Y2 PAM-ag	NPY-Y1 antag	MDM2 E3 inh	Hck-Nef inh	p97 ATPase inh
COC(=O)CCN1CCN(S(=O)(=O)c2cccc(Br)c2)CC1	0	-2	-11	7	21	7	-2	22	8
N#Cc1c(NC(=O)CN2C(=O)c3ccccc3C2=O)oc(-c2ccccc2)c1-c1ccccc1	/	/	-5	19	-6	-2	/	6	0
CCOc1cc(/C=N\Nc2nc(-c3ccc(C)cc3)c(NC(C)=O)s2)ccc1O	-1	7	-2	17	14	/	-15	97*	10
CCNC(=S)N1CCNC(=O)C1CC(=O)OC (stereo unspecified)	-7	2	-1	15	13	-5	-17	1	4
O=C(CC1C(=O)N(c2ccccc2)C(=O)N1C1CCCCC1)Nc1ccccc1 (stereo unspecified)	-4	2	-1	11	10	-2	-23	-21	1
O=C(NCc1ccc(F)cc1)C(c1ccccc1)N(CC1CCCO1)C(=O)Cn1nnc2ccccc21 (stereo unspecified)	3	-5	-3	11	-2	10	5	18	2
O=c1c2ccccc2nc(/C=C/c2ccc(O)cc2)n1CCc1ccccc1	-40	-15	-5	-28	-6	2	-18	2	1
CCOC(=O)C1(Cc2cccc(OC)c2)CCN(Cc2ccon2)CC1	4	0	-7	-12	-9	/	0	20	-5
CC(C)Cn1c(-c2ccc(F)cc2)n[nH]c1=S	3	7	-12	-10	-3	1	2	-2	1
Cc1cccc2cc(CN(CCCN3CCOCC3)Cc3nnnn3C(C)(C)C)c(=O)[nH]c12	0	-1	-3	-6	5	4	-19	5	-4
CC(=O)/C=C/c1ccc(C)o1	0	-1	-5	16	6	-2	-10	20	1
COC(=O)CN1C(=O)C(O)(CC(=O)c2ccc(C)cc2)c2ccccc21 (stereo unspecified)	-4	0	-11	10	6	0	-1	-5	6
NC(=O)Cn1nc(C(F)(F)F)c2c1CCCC2	3	1	-10	3	-9	-4	-8	41	5
Cc1cccc(Cn2nnc3c2C(=O)c2ccccc2C3=O)c1	-2	3	3	21	4	5	-8	-7	6
Clc1ccc(Cc2noc(-c3cccs3)n2)cc1	-2	0	-8	23	13	0	-4	-5	4
Cc1ccc(C2(O)CN(c3ccccc3C)C3=[N+]2CCS3)cc1 (stereo unspecified)	-1	-1	-6	3	10	9	-17	1	-1
COc1ccc(CN2CCn3ncc(C(=O)Nc4cccc(C)c4)c3C2=O)cc1	3	-2	2	-6	-4	-1	-4	0	-1
O=c1[nH]cnc2nn(-c3ccccc3)nc12	-2	-2	-8	6	15	6	5	2	2
CN(C)C(=O)N(CCCN1CCOCC1)Cc1cccc2ccccc12	-1	46	0	6	-8	/	-46	14	0
Cc1cc(=O)cc(C)n1-c1ccc(F)cc1F	1	-1	-12	-15	-1	3	-7	32	-3
COc1ccc(/C=C2\CCc3ccccc3C2=O)c(OC)c1OC	3	-1	-6	-5	-12	10	3	30	-3
O=C(Cc1ccccc1)NNC(=S)NC(=O)c1cccs1	-1	7	-2	13	-17	/	-7	15	6
Cc1cc(=O)oc(C)c1C(=O)N1CCN(Cc2ccc3c(c2)OCO3)CC1	1	0	-3	0	-4	0	-9	2	5
COc1ccccc1OCC(=O)NCc1ccco1	-3	-2	6	-12	-2	0	-18	1	-3
O=C(NCc1ccncc1)C12CC3CC(CC(C3)C1)C2	0	0	-9	-11	-3	-4	21	1	-5

The list continues.
SMILES	Runt-SMMHC FRET	Runt-CBFb FRET	RBBP9 inh	NPY1 pot ag	NPY-Y2 PAM-ag	NPY-Y1 antag	MDM2 E3 inh	Hck-Nef inh	p97 ATPase inh
CCOC(=O)c1cc(CC)sc1/N=C/C1C(=O)CC(C)(C)CC1=O	7	2	-4	-12	-4	9	-8	1	6
COc1ccc2sc(/C=C/c3ccccc3O)[n+](C)c2c1	-57	-14	-62	14	-3	6	-3	16	6
CC(C)(C)NC(=O)NC(=O)COC(=O)CNC(=O)C1CCCCC1	-2	0	-1	4	5	-1	-16	23	2
CCc1nc(C)cn1S(=O)(=O)c1cc(Br)c(C)cc1OC	1	0	2	1	4	4	-8	6	3
Cc1cc(C(=O)CSc2nn3c(=O)c(C(C)(C)C)nnc3s2)c(C)n1C	3	14	-10	-10	-13	3	-10	28	-2
COC(=O)CSc1[nH]c(=O)cc(C)c1C#N	6	-4	0	4	0	0	-15	0	6
O=C(O)CSc1c2c(nc3cc(C(=O)N4CCOCC4)ccc13)CCCC2	102*	59*	-7	-2	-6	0	12	0	-5
NC(=O)C[C@@H]1NC(=O)[C@H](CCC(=O)O)NC(=O)c2cc([N+](=O)[O-])cc(I)c2OCC[C@@H](C(N)=O)NC1=O	-4	-2	-11	2	5	0	/	0	5
CCC1CN(C(=O)Nc2ccc(C)cc2)c2cc(C)ccc2O1 (stereo unspecified)	1	0	2	-5	-17	17	-5	11	3
CC(=O)Nc1ccc(SCC(=O)c2cc(C)n(-c3ccccc3F)c2C)cc1	3	4	-6	-4	2	2	-3	13	1
O=S(=O)(NCC1CCCO1)c1ccc(Oc2ccccc2)cc1 (stereo unspecified)	-2	0	-2	8	-12	-8	-12	-1	2
CN(C)/C=C1/C(=O)N(c2ccc([N+](=O)[O-])cc2)N=C1c1ccccc1	-4	-5	-4	27	24	-3	-19	6	-1
CCCCN1C(=O)N(C)C2NC(=O)NC21 (stereo unspecified)	-1	-1	-4	14	-17	0	1	-21	3
Cc1ccc(CNC(=O)c2ccc(Cl)cc2[N+](=O)[O-])cc1	0	0	0	8	7	4	2	1	2
Cc1cccc(C)c1NC(=O)C/C(N)=N/O	-3	-2	4	7	-7	14	-13	-1	-3
CCN(C(=O)CSc1nnc(-c2cccs2)o1)C1CCS(=O)(=O)C1 (stereo unspecified)	2	-1	5	-3	2	3	8	29	3
CCOc1ccccc1NC(=O)CSc1nc(N)c(C#N)cc1C#N	0	5	1	10	-4	3	-5	1	6
CCOC(=O)c1cc2c(ccn2C)n1Cc1ccc(C#N)cc1	1	29	-7	10	6	6	-7	16	1
CCNC(=S)NNC(=O)c1cc(Br)cs1	0	2	1	-5	0	0	0	6	4
CCn1c(CNC(=O)c2cccc(C)c2)nnc1SCC(=O)Nc1cccc(OC)c1	1	-1	-1	25	8	-5	7	-1	1
CCCCCCC(=O)Oc1ccc(N2C(=O)CCC2=O)cc1	-1	-6	11	2	-13	2	19	16	3
C/C(=N\O)c1ccccc1C(=O)O	1	1	0	9	4	6	-17	3	5
CCN(CC)CCC(c1cc(OC)c(OC)c(OC)c1)c1c(OC)cc(OC)c2ccc(=O)oc12 (stereo unspecified)	6	1	/	/	/	/	0	29	/
Cc1ccc(S(N)(=O)=O)cc1NC(=O)C1CC2CCC1C2 (stereo unspecified)	-2	0	0	10	-14	1	-4	0	1
O=C(Oc1ccc(=O)n(-c2ccccc2)n1)c1ccc(F)cc1	-1	-1	-10	-8	-5	0	11	5	-4

The list goes on.
SMILES	Runt-SMMHC FRET	Runt-CBFb FRET	RBBP9 inh	NPY1 pot ag	NPY-Y2 PAM-ag	NPY-Y1 antag	MDM2 E3 inh	Hck-Nef inh	p97 ATPase inh
Cn1c(CNC(=O)c2ccccc2F)nnc1SCc1ccc(F)cc1	-4	-1	-6	12	10	2	-2	2	5
CC(C)(C)NC(=O)C(c1ccccn1)N(C(=O)c1ccc2c(c1)OCCO2)C1CCCC1 (stereo unspecified)	3	0	-10	-2	4	10	4	0	-3
Cc1ccc(CS(=O)(=O)c2ccc(C(=O)N3CCCCC3)cc2[N+](=O)[O-])cc1	0	1	0	-8	2	1	-8	18	4
O=C(Nc1cccc(Cl)c1)Nc1ccccc1NS(=O)(=O)c1cccs1	34	-2	-10	18	13	-7	3	-28	8
CN1C(=O)CC(N2CCN(c3ccccn3)CC2)C1=O (stereo unspecified)	-3	2	1	-3	5	-4	-42	-1	4
O=C(c1ccc(-n2nc(C(F)(F)F)c3c2CCCC3)cc1)N1CCOCC1	0	-3	0	-12	-18	1	5	-6	1
CCCCNc1nc(CC)c2c(c1C#N)CCCC2	-10	-2	-10	22	-5	5	-12	4	-1
